CendR NRP1 mod: modulators of CendR peptide binding to NRP-1, primary screen, biochemical, fluorescence polarization, uHTS; Neuropilin-1 (Homo sapiens), O14786; FAM-RPARPAR peptide binding to NRP-1; inhibition, % at 25 µM; 360,000 tested, 0.85% active; AID 602438, 2012;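 active = inhibition or corrected inhibition above about 18%, plus a signal ratio from 0.5 to 1.5, limit read from the data, passing the limit was not always enough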; also: strong numbers were not always called active
SUMO1-SIM PPI: modulators of SUMO1 protein-protein interactions, primary screen, biochemical, uHTS | inhibition, % at 20 µM | AID 602429, 2012 | Small ubiquitin-related modifier 1 (Homo sapiens), P63165 | SUMO1 binding to a labelled peptide, TR-FRET, 1 h | 360,000 tested, 0.33% active; in the data active = inhibition above about 37%
Target sequence (P63165 whole entry, looked up): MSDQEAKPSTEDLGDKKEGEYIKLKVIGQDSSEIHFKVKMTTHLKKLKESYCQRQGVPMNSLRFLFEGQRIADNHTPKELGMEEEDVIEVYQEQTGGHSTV
Scp1 inh: Scp-1 phosphatase inhibitors, primary screen, biochemical, colorimetric, uHTS; Carboxy-terminal domain RNA polymerase II polypeptide A small phosphatase 1 (Homo …; Recombinant Scp1, phosphopeptide, malachite green phosphate absorbance; inhibition, % at 20 µM; 340,000 tested, 0.88% active;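 active = inhibition above about 50% at 20 µM, limit read from the data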;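 also: plate controls were DMSO wells with enzyme for no effect and wells lacking enzyme for full effect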
Target sequence (Q9GZU7 76-261 limits assumed): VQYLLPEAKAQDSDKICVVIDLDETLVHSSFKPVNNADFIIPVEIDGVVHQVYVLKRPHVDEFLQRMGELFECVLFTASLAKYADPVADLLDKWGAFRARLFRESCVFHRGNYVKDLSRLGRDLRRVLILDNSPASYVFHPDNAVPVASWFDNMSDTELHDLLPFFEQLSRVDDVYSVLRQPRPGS
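Incubation: 45 min enzyme reaction at room temperature / System: truncated SCP-1 phosphatase (76-261aa) / Reagent: Phospho 17-mer peptide substrate / Buffer or medium: Acidic Tris acetate buffer with magnesium and detergent / Signal: absorbance at 630 nm / Doses: one concentration, 20 µM, with 1.0% DMSO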
Neddyl block: inhibitors of cullin neddylation, primary screen, biochemical, TR-FRET, uHTS, NAE and Ubc12 | 360,000 tested, 0.58% active | calls only at 25 µM | NEDD8-conjugating enzyme Ubc12 (Homo sapiens) + NEDD8-activating enzyme E1 regulatory …; in the data active = inhibition above about 36%
TbMetRS inhib: T. brucei MetRS inhibitors, primary screen, biochemical, luminescence | 360,000 tested, 0.4% active | purified T. brucei MetRS, ATP depletion, Kinase-Glo luminescence | inhibition, % at 11.9 µM;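 active = inhibition above a per-plate cutoff of the control wells' mean inhibition plus 3 SD, cut at about 5.5% in these data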;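 also: 0% = DMSO wells median and 100% = median of wells with control inhibitor compound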
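System: purified T. brucei MetRS enzyme / Detection: Kinase-Glo luciferase luminescence reporting remaining unconsumed ATP / Medium: HEPES buffer with MgCl2, KCl, DTT, spermine, BSA, pyrophosphatase / Replication: singlicate, one well per compound / Evaluation: percent inhibition relative to median high and low control wells / Schedule: 2 h aminoacylation at 25 °C after 15 min preincubation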
STEP block: STEP phosphatase inhibitors, primary screen, biochemical, fluorescence intensity, uHTS | recombinant STEP, OMFP fluorogenic substrate | 360,000 tested, 0.25% active | Tyrosine-protein phosphatase non-receptor type 5 (Homo sapiens), P54829 | inhibition, % at 20 µM;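 active = inhibition at 20 µM, scaled per plate between control wells, above about 37%, limit read from the data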;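 also: 0% = DMSO with enzyme and substrate and 100% = substrate only without enzyme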
Target sequence (P54829 whole entry, looked up): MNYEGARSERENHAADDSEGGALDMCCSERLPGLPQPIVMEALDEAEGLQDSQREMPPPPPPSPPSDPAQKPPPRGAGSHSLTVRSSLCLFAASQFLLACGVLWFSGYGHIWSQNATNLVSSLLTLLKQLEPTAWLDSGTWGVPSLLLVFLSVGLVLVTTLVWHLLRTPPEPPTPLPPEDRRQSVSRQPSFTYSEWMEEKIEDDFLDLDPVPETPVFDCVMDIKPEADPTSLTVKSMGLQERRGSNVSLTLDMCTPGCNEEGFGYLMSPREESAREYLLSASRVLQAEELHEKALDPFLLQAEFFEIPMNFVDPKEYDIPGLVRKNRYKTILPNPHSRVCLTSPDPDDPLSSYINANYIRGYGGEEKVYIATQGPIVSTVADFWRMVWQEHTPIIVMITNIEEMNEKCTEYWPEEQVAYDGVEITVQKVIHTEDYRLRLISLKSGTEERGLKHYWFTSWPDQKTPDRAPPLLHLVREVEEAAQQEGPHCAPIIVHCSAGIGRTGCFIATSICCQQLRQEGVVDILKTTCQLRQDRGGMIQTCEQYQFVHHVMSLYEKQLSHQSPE
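Assay system: isolated STEP enzyme. Buffer or medium: pH 6.0 Bis-Tris with DTT and Tween 20. Also added: fluorogenic phosphatase substrate OMFP at 25 µM final. Dosing: 20 µM, 1% DMSO. Timing: 20 min reaction, room temperature, in the dark. Measured by: fluorescence intensity, excitation 480 nm, emission 540 nm. Evaluation: normalized % inhibition.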
LMPTP block: LMPTP phosphatase inhibitors, primary screen, biochemical, fluorescence intensity, uHTS. Low molecular weight phosphotyrosine protein phosphatase (Homo sapiens), P24666. recombinant LMPTP-A, OMFP fluorogenic substrate. inhibition, % at 20 µM. 360,000 tested, 0.22% active;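 active = compounds that cut the enzyme signal by at least half of the control window in the single-dose screen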;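 also: plate controls were DMSO wells with enzyme plus substrate for no effect and substrate without enzyme for full effect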
Target sequence (P24666 whole entry, looked up): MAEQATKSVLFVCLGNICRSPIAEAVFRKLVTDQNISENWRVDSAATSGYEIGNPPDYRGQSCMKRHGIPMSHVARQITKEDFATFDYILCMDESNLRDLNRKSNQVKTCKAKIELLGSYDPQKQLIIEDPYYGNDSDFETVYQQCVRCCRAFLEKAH
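Assay system: LMPTP-A phosphatase enzyme | Input: 0.625 nM enzyme | Also added: Fluorogenic phosphatase substrate OMFP at 400 µM final | Compound dosing: One test concentration per compound, 20 µM, with 3% DMSO overall | Schedule: 50 min enzyme reaction at room temperature, protected from light | Signal: Fluorescence intensity | Benchmarks: no-enzyme and uninhibited controls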
NadD inh: inhibitors of S. aureus NadD, primary screen, biochemical, colorimetric, uHTS | AID 602399, 2012 | 360,000 tested, 0.78% active | inhibition, % at 20 µM | purified NadD enzyme, colorimetric absorbance read-out; in the data active = inhibition above about 26%; also: some compounds past the cut are filed as inactive
DNMT1 inh: human DNMT1 methyltransferase inhibitors, primary screen, biochemical, molecular beacon, fluorescence, HinP1I cleavage, uHTS | DNA (cytosine-5)-methyltransferase 1 (Homo sapiens), P26358 | inhibition (reported as % activation of signal), % at 10 µM | 360,000 tested, 0.83% active | AID 588458, 2011; in the data active = inhibition above about 50%
SKN-1 inh: suppressors of acrylamide-induced Pgst-4::GFP reporter in worms, primary screen, SKN-1 inhibitor project, whole organism, uHTS, GFP/RFP fluorescence ratio, strain VP596. C. elegans VP596 Pgst-4::GFP/RFP ratio, 24 h. inhibition, % at 21.8 µM. 360,000 tested, 0.49% active;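 active = interference check ratio from 0.5 to 1.5 plus GFP to RFP signal ratio inhibition reaching or exceeding a fixed threshold, cut at about 30% in these data, passing the limit was not always enough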; also: some compounds called inactive have numbers as strong as hits
Numbers without * were called inactive.

What do the screens show for `Cc1ccc(OCCNC(=O)c2ccc(COc3ccccc3)o2)cc1`?
CendR NRP1 mod: 6; SUMO1-SIM PPI: 1; Scp1 inh: -11; Neddyl block: inactive; TbMetRS inhib: 0.4; STEP block: -2; LMPTP block: 2.8; NadD inh: -4; DNMT1 inh: 5; SKN-1 inh: 5

What do the screens show for `O=C(CN1CCCCC1)N1N=C(c2cccs2)CC1c1cccs1` (stereo unspecified)?
CendR NRP1 mod: 11; SUMO1-SIM PPI: -9; Scp1 inh: -4; Neddyl block: inactive; TbMetRS inhib: -0.5; STEP block: -1; LMPTP block: 0.7; NadD inh: 4; DNMT1 inh: -1; SKN-1 inh: 0

How did CC(C)CCOc1ccc(C(=O)NN2C(=O)NC3(CCCCC3)C2=O)cc1 do in these assays?
CendR NRP1 mod: -5; SUMO1-SIM PPI: 5; Scp1 inh: -6; Neddyl block: inactive; TbMetRS inhib: -0.1; STEP block: 1; LMPTP block: -0.3; NadD inh: -3; DNMT1 inh: 0; SKN-1 inh: 14

How did Cc1ccc(CNC(=O)CSCc2ccccc2F)cc1 do in these assays?
CendR NRP1 mod: 4; SUMO1-SIM PPI: 4; Scp1 inh: 2; Neddyl block: inactive; TbMetRS inhib: 0.2; STEP block: -2; LMPTP block: -1.0; NadD inh: -7; DNMT1 inh: -1; SKN-1 inh: 11

How did C[C@H](CO)N1C[C@H](C)[C@@H](CN(C)S(=O)(=O)c2ccc(-n3cccn3)cc2)OCc2cnnn2CCCC1=O do in these assays?
CendR NRP1 mod: 6; SUMO1-SIM PPI: 1; Neddyl block: inactive; TbMetRS inhib: -1.0; STEP block: 1; LMPTP block: -1.4; NadD inh: -5; DNMT1 inh: 3; SKN-1 inh: -3

How did CC(Sc1nnnn1C)C(=O)Nc1ccc(N2CCOCC2)cc1 (stereo unspecified) do in these assays?
CendR NRP1 mod: 0; SUMO1-SIM PPI: -2; Scp1 inh: -3; Neddyl block: inactive; TbMetRS inhib: -0.3; STEP block: -2; LMPTP block: -1.9; NadD inh: -4; DNMT1 inh: -4; SKN-1 inh: 16

How did COC(=O)c1c(C)[nH]c(-c2csc(N)n2)c1C do in these assays?
CendR NRP1 mod: -25; SUMO1-SIM PPI: -1; Scp1 inh: -5; Neddyl block: inactive; TbMetRS inhib: 0.4; STEP block: 0; LMPTP block: 1.2; NadD inh: 6; DNMT1 inh: -10; SKN-1 inh: 6

Results for Cn1cccc1/C=N/n1c(-c2ccc(Cl)cc2Cl)n[nH]c1=S ?
CendR NRP1 mod: 17; SUMO1-SIM PPI: 1; Scp1 inh: -1; Neddyl block: inactive; TbMetRS inhib: -1.6; STEP block: 3; LMPTP block: 0.2; NadD inh: 10; DNMT1 inh: 1; SKN-1 inh: 5

What do the screens show for `C=CCNc1ncnc2c1ncn2[C@H]1CN(Cc2ccc(-c3ccccc3)cc2)C[C@@H](CO)O1`?
CendR NRP1 mod: -6; SUMO1-SIM PPI: -7; Neddyl block: inactive; TbMetRS inhib: -0.2; STEP block: 0; LMPTP block: 1.0; NadD inh: -4; DNMT1 inh: -3; SKN-1 inh: 5

What do the screens show for `O=C(c1cccc(NS(=O)(=O)c2ccc(F)c(F)c2)c1)N1CCCCC1`?
CendR NRP1 mod: 0; SUMO1-SIM PPI: 6; Scp1 inh: 1; Neddyl block: inactive; TbMetRS inhib: -0.3; STEP block: 0; LMPTP block: -0.6; NadD inh: -4; DNMT1 inh: 1; SKN-1 inh: -7

What do the screens show for `O=C1c2ccccc2C(Nc2ccc3c(c2)OCCO3)N1Cc1ccco1` (stereo unspecified)?
CendR NRP1 mod: 6; SUMO1-SIM PPI: 5; Scp1 inh: -8; Neddyl block: inactive; TbMetRS inhib: -0.1; STEP block: 1; LMPTP block: 0.9; NadD inh: -1; DNMT1 inh: -4; SKN-1 inh: -12

What do the screens show for `Cc1ncc(CN2CCCC(C(=O)Nc3ccc(-c4ccco4)cc3)C2)n1C` (stereo unspecified)?
CendR NRP1 mod: 4; SUMO1-SIM PPI: -20; Scp1 inh: -10; Neddyl block: inactive; TbMetRS inhib: -0.3; STEP block: -2; LMPTP block: 1.2; NadD inh: 5; DNMT1 inh: -3; SKN-1 inh: 19

What do the screens show for `COc1ccc(OCc2nnc(SCC(=O)Nc3cccc(Cl)c3)o2)cc1`?
CendR NRP1 mod: -5; SUMO1-SIM PPI: 7; Scp1 inh: -9; Neddyl block: inactive; TbMetRS inhib: 2.0; STEP block: 0; LMPTP block: 1.6; NadD inh: -10; DNMT1 inh: -5; SKN-1 inh: 3

How did COc1cccc(NC(=O)COC(=O)c2c(NC(C)=O)sc(C)c2C)c1 do in these assays?
CendR NRP1 mod: -8; SUMO1-SIM PPI: -4; Scp1 inh: -10; Neddyl block: inactive; TbMetRS inhib: -0.1; STEP block: 1; LMPTP block: -0.5; NadD inh: -3; DNMT1 inh: 7; SKN-1 inh: -2

Results for Brc1ccc(-c2cnco2)cc1 ?
CendR NRP1 mod: 9; SUMO1-SIM PPI: 2; Scp1 inh: -7; Neddyl block: inactive; TbMetRS inhib: 1.5; STEP block: -5; LMPTP block: -0.1; NadD inh: 2; DNMT1 inh: 0; SKN-1 inh: 9

How did N#CC1=C(N)NC(SCc2ccc(Br)cc2)=C(C#N)C12CCCCC2 do in these assays?
CendR NRP1 mod: -2; SUMO1-SIM PPI: 2; Scp1 inh: -2; Neddyl block: inactive; TbMetRS inhib: 0.6; STEP block: -5; LMPTP block: 3.4; NadD inh: 1; DNMT1 inh: -17; SKN-1 inh: 5

What do the screens show for `COc1cccc(N2CCN(C(=O)c3cc4c(=O)n(Cc5ccccc5)ccc4nc3C)CC2)c1`?
CendR NRP1 mod: 2; SUMO1-SIM PPI: 3; Scp1 inh: 0; Neddyl block: inactive; TbMetRS inhib: -0.4; STEP block: 4; LMPTP block: 4.2; NadD inh: 15; DNMT1 inh: -2; SKN-1 inh: 22

How did CCC(=O)Oc1ccc(C/C(=N\O)c2ccc(O)cc2O)o1 do in these assays?
CendR NRP1 mod: 3; SUMO1-SIM PPI: 3; Scp1 inh: 2; Neddyl block: inactive; TbMetRS inhib: -0.1; STEP block: -5; LMPTP block: 1.1; NadD inh: -1; DNMT1 inh: 10; SKN-1 inh: 15

Results for Clc1ccc(/C=N/Nc2ccccn2)cc1 ?
CendR NRP1 mod: -1; SUMO1-SIM PPI: -2; Scp1 inh: -1; Neddyl block: inactive; TbMetRS inhib: -0.2; STEP block: -4; LMPTP block: -0.1; NadD inh: -3; DNMT1 inh: 0; SKN-1 inh: 12

What do the screens show for `Cc1snc(SCc2cccc(Cl)c2)c1C#N`?
CendR NRP1 mod: 20; SUMO1-SIM PPI: 2; Scp1 inh: -6; Neddyl block: inactive; TbMetRS inhib: -0.6; STEP block: 1; LMPTP block: 2.2; NadD inh: -6; DNMT1 inh: 2; SKN-1 inh: 3

How did Cn1cc(/C=C(\NC(=O)c2ccccc2Cl)C(=O)NCCCN2CCOCC2)c2ccccc21 do in these assays?
CendR NRP1 mod: 12; SUMO1-SIM PPI: -7; Scp1 inh: 2; Neddyl block: inactive; TbMetRS inhib: 0.2; STEP block: 1; LMPTP block: -1.1; NadD inh: -2; DNMT1 inh: 1; SKN-1 inh: -3

How did COc1ccc(Cn2cc(CN3CC(N4CCCC4)CS3(=O)=O)nn2)cc1 (stereo unspecified) do in these assays?
CendR NRP1 mod: 16; SUMO1-SIM PPI: 3; Neddyl block: inactive; TbMetRS inhib: -0.3; LMPTP block: -1.0; NadD inh: -1; SKN-1 inh: -2

What do the screens show for `C[C@@H]1COC(=O)[C@@H](NC(=O)OCC2c3ccccc3-c3ccccc32)C/C=C\C[C@@H](CC(=O)N(CCO)Cc2ccccc2)C(=O)N1`?
CendR NRP1 mod: -1; SUMO1-SIM PPI: -3; Scp1 inh: 6; Neddyl block: inactive; TbMetRS inhib: -0.3; STEP block: 0; LMPTP block: 0.7; NadD inh: 2; DNMT1 inh: -13; SKN-1 inh: 7

What do the screens show for `Cc1cc(C(=O)CSc2nnc(-c3ccco3)o2)c(C)n1C`?
CendR NRP1 mod: 5; SUMO1-SIM PPI: 1; Scp1 inh: -5; Neddyl block: inactive; TbMetRS inhib: -0.2; STEP block: 0; LMPTP block: -0.3; NadD inh: -1; DNMT1 inh: -11; SKN-1 inh: 4

How did COc1cc(S(=O)(=O)N2CCN(c3ccccc3F)CC2)c(OC)cc1Cl do in these assays?
CendR NRP1 mod: -3; SUMO1-SIM PPI: -1; Scp1 inh: -6; Neddyl block: inactive; TbMetRS inhib: -1.1; STEP block: -4; LMPTP block: 1.2; NadD inh: -8; DNMT1 inh: -5; SKN-1 inh: 0

How did CC(C)Oc1ccc(CN2CCC(n3nccc3NC(=O)CCc3ccccc3)CC2)cc1 do in these assays?
CendR NRP1 mod: -13; SUMO1-SIM PPI: 1; Scp1 inh: -10; Neddyl block: inactive; TbMetRS inhib: -0.3; STEP block: -1; LMPTP block: -1.1; NadD inh: -5; DNMT1 inh: -2; SKN-1 inh: 15

3 structures already listed, ordered by formula weight, rising.
How did COc1ccc(Cn2cc(CN3CC(N4CCCC4)CS3(=O)=O)nn2)cc1 (stereo unspecified) do in these assays?
CendR NRP1 mod: 16; SUMO1-SIM PPI: 3; Neddyl block: inactive; TbMetRS inhib: -0.3; LMPTP block: -1.0; NadD inh: -1; SKN-1 inh: -2

How did COc1cc(S(=O)(=O)N2CCN(c3ccccc3F)CC2)c(OC)cc1Cl do in these assays?
CendR NRP1 mod: -3; SUMO1-SIM PPI: -1; Scp1 inh: -6; Neddyl block: inactive; TbMetRS inhib: -1.1; STEP block: -4; LMPTP block: 1.2; NadD inh: -8; DNMT1 inh: -5; SKN-1 inh: 0

What do the screens show for `C[C@@H]1COC(=O)[C@@H](NC(=O)OCC2c3ccccc3-c3ccccc32)C/C=C\C[C@@H](CC(=O)N(CCO)Cc2ccccc2)C(=O)N1`?
CendR NRP1 mod: -1; SUMO1-SIM PPI: -3; Scp1 inh: 6; Neddyl block: inactive; TbMetRS inhib: -0.3; STEP block: 0; LMPTP block: 0.7; NadD inh: 2; DNMT1 inh: -13; SKN-1 inh: 7

Compound activity deposited in PubChem BioAssay by several laboratories.
